Bioassay records as filed in PubChem BioAssay.
TEAD-YAP inh: TEAD-YAP interaction inhibition; HEK-TIYL cells, TEAD-Gal4/YAP UAS-luciferase luminescence; inhibition, % at 9.12 µM; actives 1.4% (n = 640,000); in the data active = inhibition above about 32%;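 note: 0% = median of test compound wells and 100% = reference inhibitor wells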
MITF inh: inhibitors of human MITF; actives 0.91% (n = 650,000); AID 1259374; O75030; AlphaScreen MITF homodimerization, bead proximity signal; inhibition, % at 2.6 µM; in the data active = inhibition above about 50%;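 note: 0% = vehicle wells with protein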
GPR151 ag: human GPR151 activation; Q8TDV0; PathHunter beta-arrestin GPR151 cells, luminescence; activation, % at 11.2 µM; actives 1% (n = 650,000); in the data active = activation above about 4.9%;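 note: 0% = median of compound wells and 100% = cells with positive control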
Target sequence (Q8TDV0 whole entry, looked up): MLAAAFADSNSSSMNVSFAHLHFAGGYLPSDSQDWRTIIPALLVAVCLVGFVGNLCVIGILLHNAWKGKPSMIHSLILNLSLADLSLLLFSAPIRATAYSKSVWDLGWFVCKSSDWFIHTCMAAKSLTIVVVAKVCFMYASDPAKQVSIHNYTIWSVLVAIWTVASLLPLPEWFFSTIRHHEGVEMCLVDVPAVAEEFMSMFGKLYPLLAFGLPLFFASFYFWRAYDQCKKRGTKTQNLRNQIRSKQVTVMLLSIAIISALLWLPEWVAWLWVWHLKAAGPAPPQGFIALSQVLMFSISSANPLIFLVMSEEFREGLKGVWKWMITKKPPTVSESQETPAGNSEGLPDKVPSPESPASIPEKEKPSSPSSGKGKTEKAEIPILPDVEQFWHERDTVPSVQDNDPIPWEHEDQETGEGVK
FBW7 act: human FBW7 E3 ligase activation, primary screen. actives 0.13% (n = 650,000). normalized activity (activation), % at 26.1 µM. AID 1259310. AlphaScreen FBW7–phospho-cyclin E peptide binding, activator screen; in the data active = normalized activity above about 1.9%;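 note: purified mutant Fbw7 with reduced substrate affinity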
Target sequence (Q969H0 whole entry, looked up): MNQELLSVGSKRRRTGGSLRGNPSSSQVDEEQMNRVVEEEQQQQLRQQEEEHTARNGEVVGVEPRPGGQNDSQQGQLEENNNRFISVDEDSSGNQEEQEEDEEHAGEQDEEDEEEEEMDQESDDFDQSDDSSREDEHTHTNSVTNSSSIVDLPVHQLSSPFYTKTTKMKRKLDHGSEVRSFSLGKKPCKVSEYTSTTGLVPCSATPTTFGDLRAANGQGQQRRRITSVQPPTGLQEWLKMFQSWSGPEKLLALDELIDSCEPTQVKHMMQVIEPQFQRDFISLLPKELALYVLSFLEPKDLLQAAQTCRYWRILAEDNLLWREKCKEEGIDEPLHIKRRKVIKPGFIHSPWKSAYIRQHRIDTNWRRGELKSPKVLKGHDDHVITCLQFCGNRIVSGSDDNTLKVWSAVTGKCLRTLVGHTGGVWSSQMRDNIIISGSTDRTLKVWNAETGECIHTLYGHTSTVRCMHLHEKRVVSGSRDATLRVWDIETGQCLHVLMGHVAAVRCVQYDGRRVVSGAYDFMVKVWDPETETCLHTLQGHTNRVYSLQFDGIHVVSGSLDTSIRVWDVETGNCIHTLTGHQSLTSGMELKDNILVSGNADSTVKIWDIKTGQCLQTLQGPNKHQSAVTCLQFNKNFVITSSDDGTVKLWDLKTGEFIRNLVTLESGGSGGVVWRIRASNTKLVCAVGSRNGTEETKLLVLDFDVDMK
The depositor's hits bear a star.

Values run as follows: TEAD-YAP inh | MITF inh | GPR151 ag | FBW7 act
CCc1cccc(NC(=O)CN(c2ccc(OC)cc2)S(=O)(=O)c2c(C)noc2C)c1
    -19 | -17 | -0.1 | 0.1
COc1ccc(-c2ccc(/C=N/N3C(=O)C4C5C=CC(CC5)C4C3=O)o2)c([N+](=O)[O-])c1 (configuration not stated)
    0 | 4 | -0.6 | 0.0
CCCN1CCCC[C@H]1C(=O)Nc1c(C)cccc1C
    5 | -16 | -1.7 | 0.0
c1ccc(-c2csc3ncnc(NCC4CCCO4)c23)cc1 (configuration not stated)
    18 | -7 | -1.4 | -0.1
O=C(CNS(=O)(=O)c1c(F)cccc1F)NC1CCCc2ccccc21 (configuration not stated)
    -5 | 7 | 3.7 | 0.0
CCC(Sc1nc(N)c(NC(=O)c2ccc(OC)c(OC)c2)c(=O)[nH]1)C(=O)OC (configuration not stated)
    -1 | -1 | -0.7 | -0.1
COc1ccc2c(c1)NC1(CCN(C(=O)c3cnn4cccnc34)CC1)c1cccn1-2
    -2 | 4 | -0.1 | 0.0
CN1C(=O)c2cccc3c(N)ccc(c23)C1=O
    13 | 2 | 0.3 | 0.2
CC(C)Oc1ccc(C(=O)NCC(c2ccc(F)cc2)N2CCOCC2)cc1 (configuration not stated)
    3 | 2 | -1.1 | 0.6
Cc1ccc(NC(=O)C2CC(=O)N(C)C(=Nc3ccc(F)cc3)S2)cc1Cl (configuration not stated)
    2 | 17 | -0.1 | -0.1

Next section
Values run as follows: TEAD-YAP inh | MITF inh | GPR151 ag | FBW7 act
CC1(C)CC2CC(C)(CN2C(=O)Nc2ccc3snnc3c2)C1 (configuration not stated)
    6 | -3 | 0.4 | -0.1
Cc1nc2c(c(N3CCCC3)n1)CN(S(C)(=O)=O)CC2
    5 | 10 | -0.6 | 0.1
CCC(Sc1nc2n[nH]c(C)c2c(=N)n1-c1ccc(OC)cc1)C(=O)NC1CCCCC1 (configuration not stated)
    5 | 0 | 2.0 | 0.0
O=C1/C(=C/c2ccc(-c3cc(Cl)ccc3Cl)o2)C=C(c2ccccc2)N1c1ccc(O)cc1
    -7 | 1 | -0.7 | -0.2
CC(=O)c1ccc(OCCCCN2CCCC2)cc1
    -6 | 19 | 2.4 | -0.2
O=S(=O)(c1ccccc1)N1CCC(n2cnc3ccccc32)CC1
    -3 | 0 | -0.4 | -0.2
CC(=O)Nc1ccc(S(=O)(=O)Nc2nc(-c3ccc(C(C)(C)C)cc3)cs2)cc1
    -7 | 0 | -0.5 | -0.2
CCC(=O)Oc1ccc(/C=C2\C(=O)N(c3ccc(Cl)c(C(=O)O)c3)N=C2C)cc1OC
    11 | 16 | 0.6 | 0.1
CCOC(=O)CNC(=O)CSc1nnc(-c2cccc(C)c2)n1CC
    12 | 20 | -1.0 | 0.5
COc1ccccc1-c1c(C(F)(F)F)oc2cc(OC(C)C(=O)OCc3ccccc3)ccc2c1=O (configuration not stated)
    4 | 2 | -0.2 | 0.2

Carrying on.
Values run as follows: TEAD-YAP inh | MITF inh | GPR151 ag | FBW7 act
COc1ccc(C2C3=C(CCCC3=O)Nc3ncnn32)c(OC)c1 (configuration not stated)
    5 | 12 | 0.0 | 0.0
Cc1ccc(S(=O)(=O)n2nc(OC(=O)c3ccc([N+](=O)[O-])cc3[N+](=O)[O-])cc2N)cc1
    3 | 11 | 0.3 | 0.3
C=CCOC(=O)/C(=C\c1ccco1)NC(=O)c1ccccc1
    -26 | 12 | -0.8 | -0.2
O=C(CNC(=O)c1ccco1)N/N=C/c1c2ccccc2cc2ccccc12
    -7 | 14 | -1.8 | 1.1
OCC1CCCN1c1cc(Nc2ccccc2)ncn1 (configuration not stated)
    -23 | 12 | -1.2 | 0.2
COc1ccc(OC(=O)C(C)N2C(=O)c3ccccc3C2=O)cc1 (configuration not stated)
    6 | 3 | -0.5 | 0.0
CCCCOc1ccccc1OCCCCN1CCN(C)CC1
    6 | 11 | -0.8 | 0.0
Cc1cc(C)cc(NC(=O)C(=O)NCC(C)O)c1 (configuration not stated)
    -15 | 0 | -3.1 | -0.1
Cc1ccc(Cn2ccnc2SCC(=O)Nc2nc(C)cs2)cc1
    0 | -15 | -0.1 | -0.5
Cc1ccc(C(=O)Nc2ccc(Cc3ccncc3)cc2)c([N+](=O)[O-])c1OCc1ccccc1
    10 | 12 | -0.7 | 0.1

Next structures.
Values run as follows: TEAD-YAP inh | MITF inh | GPR151 ag | FBW7 act
CC1Oc2nc3ccccc3cc2CN(Cc2ccc(F)cc2)C1=O (configuration not stated)
    32* | -1 | -1.2 | -0.1
O=C(NCCO)c1cccc(-c2nccnc2NCc2ccco2)c1
    6 | 19 | -0.6 | 0.1
N#C/C(=C\c1cccc([N+](=O)[O-])c1)c1ccccn1
    -18 | 17 | -0.5 | -0.3
Cc1ccc(CNC(=O)C(=O)NCc2ccco2)cc1
    1 | -1 | 0.7 | 0.1
O=C(CCc1ccccc1)Nc1nnc(-c2cccnc2)s1
    4 | 16 | 0.0 | 0.0
CCn1cc(CNC(=O)CCSc2nc(-c3ccco3)cc(C(F)(F)F)n2)cn1
    3 | -2 | 0.1 | -0.1
Cc1ccc(NC(=O)N2CCN(c3ccc(Nc4ccncc4)nn3)CC2)cc1
    10 | 22 | -2.3 | 0.3
CCN1C(=O)N(CC)C(OC(C)=O)C1OC(C)=O (configuration not stated)
    5 | 5 | -0.9 | 0.0
COc1ccc(C(=O)c2snc(Nc3ccccc3)c2N)cc1
    -13 | 7 | 0.8 | -0.2
COc1ccc(CNC(=O)C2CCN(CC(C)C)CC2)cc1
    -6 | 35 | -2.2 | 1.0

Other results
Values run as follows: TEAD-YAP inh | MITF inh | GPR151 ag | FBW7 act
CCN(CC)C(=O)C(Cc1ccccc1)NCC(=O)Nc1ccc(C)cc1 (configuration not stated)
    0 | 10 | 2.4 | 0.0
COc1ccccc1Nc1nnc(SCC(=O)c2cc(C)n(C)c2C)s1
    3 | 8 | -0.5 | -0.1
CC(C)(C)c1ccc(OCC(=O)Nc2c[nH]c(=O)[nH]c2=O)cc1
    1 | -10 | 0.0 | -0.1
O=P(O)(O)CP(=O)(c1ccccc1)c1ccccc1
    -3 | 16 | 0.7 | 0.3
Cc1ccc(-n2c(SCC(=O)NCCc3ccccc3)nc3c(sc(=S)n3-c3ccccc3C)c2=O)cc1
    -3 | 27 | -1.9 | 0.2
Cc1cccc(-c2nc3ccccc3c(=O)n2OC(=O)c2cccc(Cl)c2)c1
    -3 | 17 | 0.5 | 0.6
Cc1cc(C(=O)c2ccccc2)c(NC(=O)CN2CCCCC2)s1
    -8 | 9 | 0.2 | 0.2
CC1CCCCC1NC(=O)CSc1nnc(Nc2ccccc2F)s1 (configuration not stated)
    2 | 0 | 0.6 | 0.0
CC(=O)N(Cc1ccccc1Cl)Cc1cc2cc(C)ccc2n2nnnc12
    5 | 5 | 0.7 | 0.1
Cc1cc(C(=O)COC(=O)/C=C/c2cnc3ccccc3n2)c(C)n1CC1CCCO1 (configuration not stated)
    5 | 11 | -0.1 | 0.1

A different layout for 2 compounds above.
structure	TEAD-YAP inh	MITF inh	GPR151 ag	FBW7 act
COc1ccccc1Nc1nnc(SCC(=O)c2cc(C)n(C)c2C)s1	3	8	-0.5	-0.1
CC(C)(C)c1ccc(OCC(=O)Nc2c[nH]c(=O)[nH]c2=O)cc1	1	-10	0.0	-0.1

Following part:
Values run as follows: TEAD-YAP inh | MITF inh | GPR151 ag | FBW7 act
COCCNc1ccc2ncc(-c3ccc(C)c(C)c3)n2n1
    5 | -26 | -0.2 | -0.5
O=C(Nc1ccc(-c2cscn2)cc1)C1CCCN(Cc2ccoc2)C1 (configuration not stated)
    6 | 5 | -0.7 | 0.0
Clc1cc(N2CCN(c3ccccn3)CC2)ncn1
    -8 | -4 | -1.1 | 0.1
Fc1ccc(-n2cc(-c3ccccc3)c3c(N4CCN(c5ccccc5F)CC4)ncnc32)cc1
    5 | -7 | -0.7 | 0.0
Cc1ccc(N2CCN(S(=O)(=O)c3ccc4[nH]c(=O)oc4c3)CC2C)cc1 (configuration not stated)
    0 | 1 | 0.0 | -0.1
O=C(NCc1ccccc1)C1CCN(c2ccc(Nc3cnccn3)nn2)CC1
    0 | 7 | -2.9 | 0.0
Cc1cccc(NC(=O)CN2CCN(c3cccc(Cl)c3)CC2)c1
    -4 | 4 | -1.4 | 0.0
Cc1[nH]c(=O)[nH]c(=O)c1S(=O)(=O)Nc1cc(Cl)cc(Cl)c1
    -6 | -3 | 0.0 | -0.2
NC(=O)CN1CCN(c2ccc(Cl)cc2)CC1
    7 | -5 | 0.5 | 0.0
CCOc1cc(/C=C2\C(=O)ON=C2c2ccccc2)ccc1OC
    -10 | 58* | -1.1 | -0.1

Continued.
Values run as follows: TEAD-YAP inh | MITF inh | GPR151 ag | FBW7 act
CCN(CC)S(=O)(=O)c1ccc(C(=O)N2CCc3cc(OC)c(OC)cc3C2COc2ccc([N+](=O)[O-])cc2)cc1 (configuration not stated)
    -6 | 14 | 0.0 | 0.1
COc1ccc(-c2cnn3c(N[C@H](CO)C(C)C)ccnc23)c(OC)c1
    -45 | -11 | 2.5 | 0.5
CCC(CC)C(=O)Nc1cccc(C(=O)Nc2ccncc2)c1
    4 | 5 | 1.2 | 0.0
CCOC(=O)c1c(NC(=O)c2nc(SC)ncc2Cl)sc(C)c1C
    6 | 0 | 0.9 | -0.1
CSCCC1(C(=O)O)NC(c2ccccc2O)C2C(=O)N(c3ccc(Br)cc3)C(=O)C21 (configuration not stated)
    -1 | 16 | -1.4 | 0.3
CC1CCOP(=O)(C(Nc2ccc([N+](=O)[O-])cc2)c2ccc(Br)cc2)O1 (configuration not stated)
    0 | 4 | 2.2 | 0.1
O=c1c(=O)n(Cc2cccc(C(F)(F)F)c2)ccn1Cc1ccccc1
    8 | 8 | 0.8 | -0.1
C1Cc2sc3nc(CN4CCOCC4)nc(NC4CCCC4)c3c2C1
    -7 | -7 | 0.3 | -0.3
Cc1ccccc1OCC(=O)Nc1ccc(NC(=O)c2ccco2)cc1
    -5 | 14 | 0.6 | 0.3
Cc1oc(-c2ccc(Cl)cc2)nc1CSCC(=O)N1CCCCCC1
    6 | 5 | 3.2 | -0.4

Other structures
Values run as follows: TEAD-YAP inh | MITF inh | GPR151 ag | FBW7 act
COc1cccc2c(Nc3cccc(Cl)c3C)cc(C)nc12
    19 | 8 | 0.3 | -0.2
Cc1ccc(-n2sc(=NC(=Nc3ccccc3)c3ccccc3)nc2-c2ccccc2)cc1
    1 | -3 | 0.3 | 0.1
CCN(CC)c1cc(-c2cccnc2)nc(C)n1
    -8 | -7 | -0.2 | -0.1
CN1CCC(NCc2cccc(Br)c2)CC1
    0 | -12 | -0.3 | 0.8
CC(C)(C)c1ccc(C(=O)NC(=O)COC(=O)/C=C/c2cccc([N+](=O)[O-])c2)cc1
    0 | 6 | 1.2 | 0.4
CS(=O)(=O)c1nsc2nc(=O)c(/C=C3\C=CC(=O)C(O)=C3)c(N)n12
    -4 | 10 | 0.2 | -0.2
Cc1cccc(-n2nc3c(c2NC(=O)C2CCCC2)CS(=O)C3)c1C (configuration not stated)
    0 | -6 | -0.3 | 0.3
CCOc1ccccc1C(=O)NNC(=O)CCC(=O)O
    1 | 1 | 2.1 | 0.0
CN(C)c1nc(Nc2ccc(F)cc2)nc(Oc2ccc(F)cc2)n1
    -4 | 10 | 1.8 | -0.1
Cn1c(SCC(=O)Nc2sc3c(c2C#N)CCCCC3)nnc1-c1ccco1
    -9 | -13 | 1.2 | -0.2

(cont.)
Values run as follows: TEAD-YAP inh | MITF inh | GPR151 ag | FBW7 act
CC(=O)Oc1ccc(N(C(C)=O)S(=O)(=O)c2ccc(Br)cc2)c(C)c1
    4 | -7 | 0.4 | 0.0
CCOc1cccc2c1OC1(C)C(C(=O)Nc3ccc(C)cc3C)C2NC(=S)N1CCCOC (configuration not stated)
    3 | 4 | -0.2 | 0.0
CCc1nc(N)c(C#N)c(-c2cccnc2)c1C
    -12 | 12 | -0.4 | 0.0
O=c1c2cnc3c(Cl)cccc3c2nc2sccn12
    -21 | 3 | -1.4 | -0.2
Cc1cccc(NC(=O)c2ccc([N+](=O)[O-])cc2)c1
    -7 | -5 | -0.4 | -0.2
CCCCCCCc1ccc(C(=O)Nc2cccc3ccccc23)cc1
    -5 | -4 | 0.2 | -0.2

Quoted from the results shown (twelve entries):
Values run as follows: TEAD-YAP inh | MITF inh | GPR151 ag | FBW7 act
CC(C)(C)c1ccc(C(=O)NC(=O)COC(=O)/C=C/c2cccc([N+](=O)[O-])c2)cc1
    0 | 6 | 1.2 | 0.4
CS(=O)(=O)c1nsc2nc(=O)c(/C=C3\C=CC(=O)C(O)=C3)c(N)n12
    -4 | 10 | 0.2 | -0.2
Cc1cccc(-n2nc3c(c2NC(=O)C2CCCC2)CS(=O)C3)c1C (configuration not stated)
    0 | -6 | -0.3 | 0.3
CCOc1ccccc1C(=O)NNC(=O)CCC(=O)O
    1 | 1 | 2.1 | 0.0
CN(C)c1nc(Nc2ccc(F)cc2)nc(Oc2ccc(F)cc2)n1
    -4 | 10 | 1.8 | -0.1
Cn1c(SCC(=O)Nc2sc3c(c2C#N)CCCCC3)nnc1-c1ccco1
    -9 | -13 | 1.2 | -0.2
CC(=O)Oc1ccc(N(C(C)=O)S(=O)(=O)c2ccc(Br)cc2)c(C)c1
    4 | -7 | 0.4 | 0.0
CCOc1cccc2c1OC1(C)C(C(=O)Nc3ccc(C)cc3C)C2NC(=S)N1CCCOC (configuration not stated)
    3 | 4 | -0.2 | 0.0
CCc1nc(N)c(C#N)c(-c2cccnc2)c1C
    -12 | 12 | -0.4 | 0.0
O=c1c2cnc3c(Cl)cccc3c2nc2sccn12
    -21 | 3 | -1.4 | -0.2
Cc1cccc(NC(=O)c2ccc([N+](=O)[O-])cc2)c1
    -7 | -5 | -0.4 | -0.2
CCCCCCCc1ccc(C(=O)Nc2cccc3ccccc23)cc1
    -5 | -4 | 0.2 | -0.2
